Compound activity deposited in PubChem by National Center for Advancing Translational Sciences (NCATS).
N370S GC mod = qHTS Assay for Inhibitors and Activators of N370S glucocerebrosidase as a Potential Chaperone Treatment of Gaucher Disease. AID 2101, 2009. 330,000 tested, 0.092% active. Lysosomal acid glucosylceramidase (Homo sapiens), P04062. Potency, µM (series often up to 59.4 µM), inactives show at the highest dose activity change, negative = inhibition, most hits filed as inhibitors. N370S GC spleen homogenate, 4MU-glucoside fluorescence;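 also: 0% = full enzyme activity and -100% = no enzyme basal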
DT40 TDP1 no CPT = qHTS for Inhibitors of human tyrosyl-DNA phosphodiesterase 1 (TDP1): qHTS in cells in absence of CPT | AID 686978, 2013 | Potency, µM (series often up to 46.2 µM), without a hit: at the top dose activity change, negative = growth inhibition, most hits filed as inhibitors | DT40 Tdp1-/- hTDP1 cells, no CPT, ATP luminescence, 48 h | 420,000 tested, 15% active; also: nearly all actives have a fitted effect of over 55% in size
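Readout: luminescence from CellTiter-Glo after 30 min in the dark at RT. Cells: DT40 Tdp1-/- with stable hTDP1, 400/well. Exposure: compounds alone, ≥48 hr, 37 °C.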
TDP1 inh = qHTS Assay for Inhibitors of Tyrosyl-DNA Phosphodiesterase (TDP1) | Tyrosyl-DNA phosphodiesterase 1 (Homo sapiens), Q9NUW8 | recombinant TDP1, AlphaScreen DNA substrate cleavage | Potency, µM (doses to about 130 µM), for the others: at the top dose activity change, negative = inhibition, actives largely listed as inhibitors | 350,000 tested, 0.28% active; also: nearly all actives have a fitted effect of over 40% in size
Target sequence (Q9NUW8 whole entry, looked up): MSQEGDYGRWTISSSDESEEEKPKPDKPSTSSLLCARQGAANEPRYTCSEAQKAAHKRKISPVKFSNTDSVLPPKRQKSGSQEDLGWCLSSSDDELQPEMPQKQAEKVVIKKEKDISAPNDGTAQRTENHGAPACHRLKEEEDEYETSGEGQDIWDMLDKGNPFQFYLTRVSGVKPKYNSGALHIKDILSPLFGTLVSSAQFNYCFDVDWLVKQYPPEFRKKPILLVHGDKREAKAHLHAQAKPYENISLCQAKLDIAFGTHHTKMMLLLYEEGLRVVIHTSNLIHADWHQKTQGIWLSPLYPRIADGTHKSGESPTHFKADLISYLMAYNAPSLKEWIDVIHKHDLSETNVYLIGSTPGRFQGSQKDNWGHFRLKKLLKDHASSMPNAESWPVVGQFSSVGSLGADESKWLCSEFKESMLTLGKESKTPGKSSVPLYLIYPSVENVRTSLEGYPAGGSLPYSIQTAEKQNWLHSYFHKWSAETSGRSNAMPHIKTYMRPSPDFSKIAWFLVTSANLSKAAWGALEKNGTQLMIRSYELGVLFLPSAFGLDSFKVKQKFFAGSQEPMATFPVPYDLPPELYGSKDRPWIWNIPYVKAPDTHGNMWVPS
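Enzyme-compound mixtures sat 15 min at room temperature, followed by a 5 min reaction with 15 nM final substrate and 10 min with AlphaScreen beads. Recombinant human Tdp1 was used at 1 nM final.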
Numbers without * were called inactive; ? = inconclusive; / = no result given; & = joins results of further samples; [ ] = dose if it differs, or a comment. Calls follow the shape of the dose curve; as a rule, active = well fitted curve in the direction sought with a large enough effect; inconclusive = small, poorly fitted or top-dose-only effect, or another doubt; inactive = no such curve, though single readings can be large; an effect the other way counts as inactive or inconclusive. Unless noted, % is scaled to controls: 0 for no effect and ±100 for the full control effect; potency is read from the fitted curve at half-maximal effect. The list is partial; the hit share may differ from the screen's.

Each structure is followed by: TDP1 inh | DT40 TDP1 no CPT | N370S GC mod
CC(C)[C@H](NS(=O)(=O)c1ccccc1)C(=O)Nc1ccccc1N1CCOCC1
    2.1% | -20.1% | /
COc1ccccc1CCN=C(N)NS(=O)(=O)c1ccc(F)cc1
    0.7% | ? | -4.4%
O=C(O)c1cc2ccccc2n1-c1ccccc1
    3.8% | 2.1% | 3.8%
COc1cc(-n2c(=O)c3ccccc3n(CC(=O)OCc3ccccc3)c2=O)cc(OC)c1OC
    -7.9% | 0.6% | -12.5%
O=C1C[C@H](c2ccccc2Cl)N1S(=O)(=O)c1ccccc1[N+](=O)[O-]
    10.3% | / | 2.9%
Cc1ccc2sc(N(CCN(C)C)C(=O)c3ccc4ccccc4c3)nc2c1C
    11.4% | -17.8% | -25.1%
COc1ccc(-c2cc(C(=O)Nc3c(F)cc(F)cc3Br)no2)cc1
    / | ? | -5.6%
COc1ccc(CCNC(=O)CCc2c(C)nc3cc(-c4ccccc4)nn3c2C)cc1OC
    3.5% | 25.9µM* | /
COc1ccc(N(C(=O)c2snc(C(N)=O)c2N)C(C(=O)NC2CCCC2)c2ccco2)c(OC)c1 (stereo not drawn)
    15.2% | 23.1µM* | 5.8%
O=C(/C(=N/O)n1cncn1)c1ccccc1Cl
    8.4% | -0.4% | -0.9%
CCN(CC)CCOCCOc1ccccc1F
    -1.4% | -24.5% | 3.9%
Nc1nnnn1NCc1cccc(OCc2ccccc2)c1
    8.2% | ? | -1.0%
C=CCn1c(SCC(=O)NCc2ccco2)nc2ccccc2c1=O
    0.0% | -25.9% | 4.0%
O=C(COC(=O)CCC(=O)c1ccc2c(c1)OCCO2)NCc1ccc2c(c1)OCO2
    6.2% | -7.4% | -11.2%
CC(C)(C)c1ccc(NC(=O)CSc2n[nH]c(=O)n2C2CC2)cc1
    0.0% | ? | /
Cc1cc(NC(=O)CC2CCCC2)ccc1Br
    / | -21.0% | 4.6%
COC(=O)c1c[nH]n2c(=O)c(C(C)C)c(C)nc12
    4.6% | -19.3% | 0.5%
CC(C)(C)c1cc(C(=O)O)n[nH]1
    2.3% | -1.9% | 4.4%
CCCc1cc(=O)[nH]c(SCc2cc(=O)oc3cc(C)c(C(C)C)cc23)n1
    0.0% | -13.6% | ?
Cc1ccc(-c2cc(-c3ccc(C)cc3O)[nH]n2)cc1
    / | ? | 8.3%
Cc1ccc2[nH]c(=O)c(CN(CCCN(C)C)C(=O)Nc3ccc(F)cc3)cc2c1
    -1.2% | 13µM* | -9.9%
N#C/C(C(N)=O)=c1/ccc2c(c1)N1C3=C(CCCC3)CC3CCCCC31N=2 (stereo not drawn)
    10.8% | 13µM* | 2.8%
Cc1cccc(/C=C/c2onc(C)c2S(=O)(=O)N2CCC(C(=O)N3CCCCCC3)CC2)c1
    4.3% | 23.1µM* | -1.0%
O=C(Nc1nnc(SCc2cccc(F)c2)s1)c1ccco1
    6.0% | 5.4% | 8.6%
CCCCOc1ccc(C)cc1CN(CCO)CCO
    1.4% | 1.8% | -9.3%
CNS(=O)(=O)c1cc(OCC(N)=O)c(C)cc1Cl
    6.5% | 4.9% | -0.4%
C=CCn1c(SCC(=O)Nc2ccccc2CC)nnc1-c1ccncc1
    0.0% | -6.5% | 2.0%
CC(C)Cn1c(=S)[nH]c2ccccc2c1=O
    2.9% | -3.4% | 9.5%
N#CC(c1ccc(=O)[nH]n1)c1ccc(Cl)cc1Cl (stereo not drawn)
    6.0% | -28.5% | -3.7%
Cc1ccc2nc(NC(=O)C3CC3C)sc2c1 (stereo not drawn)
    / | ? | -2.9%

Single records, from the list above. Order of screens: TDP1 inh | DT40 TDP1 no CPT | N370S GC mod
`O=C(Nc1nnc(SCc2cccc(F)c2)s1)c1ccco1` is entered as 6.0% | 5.4% | 8.6%
`CCCCOc1ccc(C)cc1CN(CCO)CCO` is entered as 1.4% | 1.8% | -9.3%
`Cc1ccc2sc(N(CCN(C)C)C(=O)c3ccc4ccccc4c3)nc2c1C` is entered as 11.4% | -17.8% | -25.1%
`Nc1nnnn1NCc1cccc(OCc2ccccc2)c1` is entered as 8.2% | ? | -1.0%
`O=C(/C(=N/O)n1cncn1)c1ccccc1Cl` is entered as 8.4% | -0.4% | -0.9%

New compounds follow
Each structure is followed by: TDP1 inh | DT40 TDP1 no CPT | N370S GC mod
O=C(CN1C(=O)c2ccccc2C1=O)N1CCN(c2ccccn2)CC1
    4.3% | 7.8% | -8.1%
Cc1c(NC(=S)N/N=C/c2ccc(N(C)C)cc2)c(=O)n(-c2ccccc2)n1C
    2.7% | ? | -7.0%
Cc1c(N=NC2=C(O)CC(C)(C)CC2=O)cc2c(c1[N+](=O)[O-])C(C)(C)CC2(C)C
    / | ? | -8.4%
O=C(Nc1ccccc1-c1ccccc1)c1ccccc1
    / | -19.2% | 0.0%
COc1cccc(N2CCN(C(=O)C3CCN(S(=O)(=O)c4cccs4)CC3)CC2)c1
    2.3% | 13µM* | 0.7%
CO[C@H]1CC[C@@]2(C)[C@@H](CC[C@@H]3[C@@H]2CC[C@@]2(C)[C@H]3C[C@H](C(=O)O)O[C@]23CCCO3)C1
    0.9%[56.1 µM] | -6.5% | /
CC/C(=N/N=C(\CC)c1ccccc1)c1ccccc1
    -2.8% | ? | 0.1%
CN(C)c1nc(N)nc(CSc2nc3c(c(=O)n(C)c(=O)n3C)n2Cc2ccccc2F)n1
    2.5% | -6.8% | 1.5%
Cc1ccc(C(=O)N2CCN(CCc3ccncc3)CC2)cc1
    4.7% | -2.7% | /
CC1=C(C(=O)Nc2cccc(C(=O)NC(C)c3ccccc3)c2)SCCO1 (stereo not drawn)
    / | 16.4µM* | -20.4%
CN(CC(=O)Nc1cccc(F)c1)C(=O)c1cc(S(=O)(=O)N2CCN(c3ccccc3)CC2)ccc1Cl
    1.6% | 13µM* | /
C=CCN(c1ccc(C(=O)NCCN2CCOCC2)cc1)S(C)(=O)=O
    / | 13.6% | -0.3%
O=C(CN1CCCCC1)NC(=O)Nc1ccccc1F
    -0.1% | -17.6% | -13.3%
Cc1cc(/C=C(\C#N)C(=O)OCC#N)c(C)n1CC(C)C
    0.0% | -22.9% | -3.6%
Cc1ccnc(NC(=O)c2c(C)oc3ncn(CC(C)C)c(=O)c23)c1
    2.1% | ? | /
Cc1ccc(S(=O)(=O)CC(=O)N(CCCN(C)C)c2nc3ccc(C)cc3s2)cc1
    / | -4.4% | ?
COc1ccccc1CNC(=O)CN(c1ccc(C)cc1)S(=O)(=O)c1c(C)noc1C
    9.5%&2.3% | ? | 5.3%
CCN(CC)CCN(Cc1cc2cc(C)ccc2[nH]c1=O)C(=O)Nc1ccccc1OC
    2.1% | ? | -25.4%
O=C(c1ccc(F)c(F)c1)N1CCC2(CC1)NCCc1[nH]cnc12
    5.8% | 16.2% | -0.1%
CCN(CC(=O)Nc1c(F)cccc1F)C(=O)C1CCN(S(=O)(=O)c2ccc(C)c(C)c2)CC1
    5.4% | ? | 0.1%
COc1ccccc1N1CCN(C(=O)c2cc3c(C)nc4ccccc4c3o2)CC1
    6.7% | 4.11µM* | -5.7%
S=C(NNC(=S)NC1CC2C=CC1C2)NC1CC2C=CC1C2 (stereo not drawn)
    8.9% | ? | 1.5%
CCC(C)n1c(SCc2ccc(F)cc2Cl)nc2ccsc2c1=O (stereo not drawn)
    2.5% | 20.6µM* | /
CCOC(=O)c1cc(S(=O)(=O)Nc2cccc(OC)c2)cn1C
    5.4% | ? | 5.1%
Cn1c(=O)[nH]c(=O)c2c1nc(CN1CCN(c3cccc(Cl)c3)CC1)n2Cc1ccccc1Cl
    3.3% | 14.6µM* | 0.2%
O=C(COc1cccc2cccnc12)NNC(=O)Nc1ccccc1
    0.0% | -4.9% | 4.2%
COc1ccc(-c2nc(SCC(=O)N3CCCC3)n[nH]2)cc1
    7.9% | -14.3% | -19.6%
Cc1ccc(C(=O)NCC(=O)OCC(=O)Nc2cc(C)c(C)cc2[N+](=O)[O-])cc1
    -2.7% | 2.9% | 4.0%
CN(C)CCCNCCCNC(=O)c1ccco1
    3.1% | 7.7%&11.4% | 2.6%
O=C(C1=C[C@H](C2CCCCC2)C[C@H](OCCCCO)O1)N1CCOCC1
    5.1% | -5.1% | 8.4%

(continued)
Each structure is followed by: TDP1 inh | DT40 TDP1 no CPT | N370S GC mod
Cc1ccc2c(c1)[C@H]1[C@H](CO2)[C@H](c2ccccc2)[C@]2(C)C(=O)Nc3cc(Cl)ccc3C(=O)N12
    0.8% | 20.6µM* | -3.2%
O=C(c1ccc(-n2cnnn2)cc1)N1CCN(C(c2ccccc2)c2ccccc2)CC1
    6.1% | ? | 23.1%[2.35 µM]
CC(=O)Nc1nc(SCC(=O)NCC2CCCO2)[nH]c(=O)c1NC(=O)c1cccs1 (stereo not drawn)
    0.0% | 0.9% | -7.7%
CCOC(=O)C1CCN(Cc2ccc(F)c(Br)c2)CC1
    -2.1% | 0.7% | -1.0%
COc1ccc(C(=O)N(Cc2cccs2)C2CCS(=O)(=O)C2)cc1 (stereo not drawn)
    1.5% | -6.3% | -2.0%
Cc1cc(C)n2nc(S(=O)(=O)N(C)c3ccccc3)nc2n1
    5.4% | -10.8% | 4.3%
COc1ccc(CNC(=O)c2cc(-c3ccccc3O)n[nH]2)cc1
    -3.1% | -4.8% | 1.6%
COc1cc(C(=S)N2CCCC2)ccc1OCC(N)=O
    4.5% | 2.2% | -4.6%
CCc1nn(CCCC(=O)NCc2ccccc2C)c(=O)c2cc3occc3n12
    1.6% | -0.2% | 3.7%
CCCN(C(=O)Cc1c(C(=O)O)[nH]c2ccc(Cl)cc12)c1ccc(OCC)cc1
    0.0% | -11.1% | /
COc1cc(/C=N/NC(=O)COc2cccc(F)c2)ccc1OS(=O)(=O)c1ccc(C)cc1
    1.1% | 25.9µM* | 0.8%
Cc1cccc(C(=O)NNC(=O)c2ccc(Br)cc2)c1
    1.2% | -18.7% | -1.2%
CN(C)c1ccc(C(CNC(=O)c2ccc(-c3ccccc3)cc2)N2CCOCC2)cc1 (stereo not drawn)
    2.0% | / | ?
O=C(Cn1cncn1)NCCCc1ccccc1
    5.9% | ? | -3.9%
COc1ccccc1N(CC(=O)NC1CCCCC1)C(=O)CCC(=O)Nc1ccccn1
    5.2% | -15.2% | 2.6%
CCCCCCCn1c2c(c(=N)c3c1CCC3)CCCC2
    5.1% | 0.326µM* | -11.0%
COc1ccc(-c2cn3nc(N4CCC(C(=O)Nc5cc(Cl)ccc5C)CC4)sc3n2)cc1
    3.7% | ? | /
O=C(c1ccc(Cl)s1)N1CCN(c2nc3ccccc3s2)CC1
    3.7% | 16.4µM* | 10.9%
Cc1sc(NC(=O)Cc2ccc3c(c2)OCO3)nc1-c1ccc2c(c1)CCN2C(=O)c1ccccc1F
    7.9% | 8.2µM* | 0.0%
CCCn1nc(C(=O)Nc2cc(C(=O)OC)ccc2C)c2ccccc2c1=O
    4.1% | -6.7% | 8.1%
Cc1noc(N)c1C(=O)Nc1ccc(F)cc1
    1.0% | -5.4% | 8.6%
COc1cc(CNc2ccc(N3CCCC3)cc2)cc(Cl)c1OC
    0.0% | 2.59µM* | 5.3%
O=C(Nc1ccccc1N1CCCC1)c1cccc(S(=O)(=O)N2CCOCC2)c1
    / | ? | -8.9%
CC1CCN(S(=O)(=O)c2ccc3c(c2)CCN3C(=O)Nc2cccc(Br)c2)CC1
    -2.9% | -5.2% | /
CC(=O)c1ccc(N/C=C\C(=O)c2ccc(C)cc2)cc1
    2.5% | 1.0% | 4.6%
Cc1cc(N2CCCC2)nc(-c2ccccc2O)n1
    0.0% | -7.8% | 26.4%
C/C(Cn1nc([N+](=O)[O-])cc1C)=N\NC(=O)c1ccc(O)cc1O
    8.0% | -5.2% | ?
Cc1ccc(-c2nnc(C3CCN(S(=O)(=O)c4ccc(C)c(C)c4)CC3)o2)cc1
    3.8% | 25.9µM* | /
O=C(Cc1ccccc1)N1CCC(c2ccccc2)C1 (stereo not drawn)
    2.5% | -17.1% | 6.3%
COc1cccc(CN2CCN(S(=O)(=O)c3ccc(Cl)s3)CC2)c1
    -3.1% | -4.0% | -13.4%

Continuation:
Each structure is followed by: TDP1 inh | DT40 TDP1 no CPT | N370S GC mod
O=C(O)C1CC(O)CN1S(=O)(=O)c1ccc2ccccc2c1 (stereo not drawn)
    0.4%[56.1 µM] | -7.9% | /
CCNCc1cc2cc(C)ccc2[nH]c1=O
    / | ? | -0.4%
Cc1ccc(S(=O)(=O)NCCCN2CCCC2)cc1
    / | 1.2% | -3.0%
Cc1ccc(S(=O)(=O)N2CCC(C(=O)OCC(=O)N(C)c3ccccc3)CC2)cc1C
    3.0% | ? | -0.4%
